RGS7-Gao reg: RGS7-Galphao binding modulators, primary screen, biochemical, multiplexed bead flow cytometry; 220,000 compounds, 0.35% hits; actives lie on both sides; binding response (% of control), % at 10 µM; Guanine nucleotide-binding protein G(o) subunit alpha (Homo sapiens), P09471; in the data active means binding response below about 49% or above about 150%; inconclusive means no clear call, values can overlap the other calls; inactive means in between;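 further: fluorescent Galphao held in activated GDP-AlF4 state binding bead-coupled RGS7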
ABCG2 block: ABCG2 efflux pump inhibitors, primary screen, multiplex with ABCB1, IgMXP3 cells, flow cytometry | Broad substrate specificity ATP-binding cassette transporter ABCG2 (Homo sapiens), Q9UNQ0 | JC-1 efflux | inhibition, % at 6.6 µM | 190,000 compounds, 0.1% hits | AID 1325, 2008;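 active means inhibition above 80%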;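 further: 0% = DMSO and 100% = nicardipine control wells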
Target sequence (Q9UNQ0 whole entry, looked up): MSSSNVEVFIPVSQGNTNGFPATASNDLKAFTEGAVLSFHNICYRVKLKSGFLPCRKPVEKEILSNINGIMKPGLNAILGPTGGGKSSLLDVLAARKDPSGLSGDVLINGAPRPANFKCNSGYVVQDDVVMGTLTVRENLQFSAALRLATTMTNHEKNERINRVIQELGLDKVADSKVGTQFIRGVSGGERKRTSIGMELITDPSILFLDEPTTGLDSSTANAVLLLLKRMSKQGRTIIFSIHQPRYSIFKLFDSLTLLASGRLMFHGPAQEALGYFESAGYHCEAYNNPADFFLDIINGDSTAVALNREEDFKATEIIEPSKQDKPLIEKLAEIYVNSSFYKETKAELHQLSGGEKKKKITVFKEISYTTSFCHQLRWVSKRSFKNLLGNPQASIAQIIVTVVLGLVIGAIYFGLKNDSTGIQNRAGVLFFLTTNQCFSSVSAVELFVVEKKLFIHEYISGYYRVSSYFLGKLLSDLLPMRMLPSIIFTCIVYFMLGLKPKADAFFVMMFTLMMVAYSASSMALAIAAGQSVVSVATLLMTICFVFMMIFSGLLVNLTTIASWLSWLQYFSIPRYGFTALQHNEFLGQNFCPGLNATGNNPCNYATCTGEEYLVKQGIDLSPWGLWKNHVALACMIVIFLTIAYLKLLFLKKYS
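Test system: IgMXP3 (ABCG2) plus far-red-tagged CCRF-Adr (ABCB1) cells / Amount: 3 million cells/mL in well / Reagent: JC-1 transporter substrate / Timing: 10 min compound exposure, 25 °C / Signal: flow cytometry, 530 nm JC-1 signal / Read-out: percent efflux inhibition, scaled nicardipine 100% to DMSO 0% / Benchmarks: nicardipine as high control, DMSO as low control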
Bcl-B Bim block: inhibitors of Bim-Bcl-B binding, primary screen, biochemical, multiplexed, human Bcl-2 family; Bcl-2-like protein 10 (Homo sapiens), Q9HD36; bead-based flow cytometry, Bim peptide-Bcl-B binding; inhibition, % at 10 µM; 190,000 compounds, 0.073% hits;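 further: 0% = tracer peptide without compound and 100% = reference inhibitor peptide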
Mcl-1 Bim block: inhibitors of Bim peptide binding to Mcl-1, primary screen, biochemical, bead-based flow cytometry, multiplex. Induced myeloid leukemia cell differentiation protein Mcl-1 (Homo sapiens), Q07820. Bim peptide-Mcl-1 binding. inhibition, % at 10 µM. 190,000 compounds, 0.1% hits;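 further: 0% = no compound tracer wells and 100% = peptide blocker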
ABCB1 inh: ABCB1 efflux pump inhibitors, primary screen, cell-based, multiplex, flow cytometry, ABCG2 counter-screen; ATP-dependent translocase ABCB1 (Homo sapiens), P08183; CCRF-Adr cells, JC-1 efflux; inhibition, % at 6.6 µM; 190,000 compounds, 0.067% hits; AID 1326, 2008; in the data active means inhibition above about 40%;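 further: 0% = vehicle and 100% = reference inhibitor; higher value means more JC-1 retained so stronger ABCB1 efflux block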
Bim-Bcl-W: inhibitors of Bim binding to Bcl-W, primary screen, biochemical, multiplexed, bead-based flow cytometry | inhibition, % at 10 µM | Bcl-2-like protein 2 (Homo sapiens), Q92843 | 190,000 compounds, 0.02% hits | AID 952, 2007 | Bim peptide-Bcl-W binding;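 further: 0% = bound tracer without compound and 100% = peptide blocker; higher means less fluorescent Bim peptide bound to Bcl-W beads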
Target sequence (Q92843 whole entry, looked up): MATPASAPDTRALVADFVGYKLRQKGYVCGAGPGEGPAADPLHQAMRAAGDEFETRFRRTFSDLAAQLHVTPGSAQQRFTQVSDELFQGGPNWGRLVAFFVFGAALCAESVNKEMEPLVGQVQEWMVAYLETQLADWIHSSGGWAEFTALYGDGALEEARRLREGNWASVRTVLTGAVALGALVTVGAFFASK
Bcl-XL Bim block: inhibitors of Bim-Bcl-XL binding, primary screen, biochemical, multiplexed, bead flow cytometry, human Bcl-XL; AID 1007, 2008; 190,000 compounds, 0.04% hits; Bim peptide-Bcl-XL binding, fluorescence; inhibition, % at 10 µM
Bim-Bfl-1: inhibitors of Bim binding to Bfl-1, primary screen, biochemical, multiplexed, bead-based flow cytometry | inhibition, % at 10 µM | Bcl-2-related protein A1 (Homo sapiens), Q16548 | 190,000 compounds, 0.12% hits | AID 1008, 2008 | Bim-Bfl-1 binding inhibition;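 further: 0% = wells without compound plus tracer and 100% = blocker peptide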
RGS4-Gao reg: modulators of RGS4 binding to Galphao, primary screen, biochemical, multiplexed bead flow cytometry. Guanine nucleotide-binding protein G(o) subunit alpha (Homo sapiens), P09471. actives lie on both sides. binding response (% of control), % at 10 µM. 220,000 compounds, 0.33% hits. AID 1415, 2008; in the data active means binding response below about 49% or above about 150%; inactive means in between;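 further: fluorescent Galphao activated with aluminum fluoride binding bead-coupled RGS4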
Bcl-2 Bim block: inhibitors of Bim-Bcl-2 binding, primary screen, biochemical, multiplexed, human Bcl-2 family. inhibition, % at 10 µM. Bead-based flow cytometry, Bim peptide-Bcl-2 binding. 190,000 compounds, 0.06% hits; in the data active means inhibition above about 40%; inconclusive means no clear call, values can overlap the other calls;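 further: 0% = no compound wells with probe peptide and 100% = reference peptide inhibitor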
RGS8-Gao reg: RGS8-Galphao binding modulators, primary screen, biochemical, multiplexed bead flow cytometry; Guanine nucleotide-binding protein G(o) subunit alpha (Homo sapiens), P09471; actives lie on both sides; response (percent of control binding), % at 10 µM; 220,000 compounds, 0.34% hits; in the data active means response below about 60% or above about 140%; inactive means in between;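 further: Galphao activated as the GDP aluminium fluoride complex binding bead-coupled RGS8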
Numbers without * were called inactive; ? = inconclusive. Unless noted, no stated cut-off is given here; in the data, active means inhibition above about 40%. An unsorted share of the library; 0.94% or so of the library scored in one or more.

SMILES	RGS7-Gao reg	ABCG2 block	Bcl-B Bim block	Mcl-1 Bim block	ABCB1 inh	Bim-Bcl-W	Bcl-XL Bim block	Bim-Bfl-1	RGS4-Gao reg	Bcl-2 Bim block	RGS8-Gao reg
CC1CN(C(=O)c2scc3c2OCCO3)CC(C)O1 (stereo not drawn)	129	3	-6	-4	-3.1	-5	-10	-5	100	-4	100
O=S(=O)(c1ccc(Br)s1)N1CCc2ccccc2C1	128	1	1	2	0.5	5	-3	3	142	6	106
Cc1cc(CSc2ccccc2)ccc1NC(=O)c1ccc(CN2CCOCC2)cc1	105	3	-6	-5	0.9	-7	-9	-1	103	-6	109
Cc1ccccc1Nc1nc(-c2sc(NC(=O)c3cccc(Cl)c3)nc2C)cs1	109	-3	-1	0	-1.1	0	1	4	115	2	103
O=C(CN(Cc1ccccc1Cl)C(=O)c1ccc(CN2CCOCC2)o1)NCC1CCCO1 (stereo not drawn)	94	3	-1	0	0.3	-3	-1	-3	96	-1	98
COc1ccc(C2CC(c3cccs3)=NN2c2nc(C)c(C(C)=O)s2)cc1OC (stereo not drawn)	106	4	-31	11	5.6	8	9	6	104	13	105
Cc1cccc(-c2ccc(C=Nc3c(C)n(C)n(-c4ccccc4)c3=O)o2)c1	95	4	0	-1	0.7	0	3	-2	94	0	96
CCOc1cc(/C=N/NC(=O)c2cccnc2)ccc1OCc1ccc(C(=O)OC)o1	94	8	5	2	2.5	2	4	-2	94	0	95
COc1ccc(CNC(=O)c2onc(C)c2Cl)cc1	103	3	-12	-2	0.6	-8	-8	-9	101	-7	104
O=C(Oc1cccc2cccnc12)c1cccc([N+](=O)[O-])c1	94	-1	-2	-2	0.1	0	0	-4	102	-1	104
COC(=O)c1ccc(Oc2nc(C(N)=O)cc(-c3ccccc3)n2)cc1	98	3	-3	-1	0.5	-7	-8	-1	101	0	101
O=[N+]([O-])c1ccccc1S(=O)(=O)N1CCc2ccccc2C1	86	2	-8	0	0.2	-2	-1	-7	92	-4	94
Cc1ccccc1NC(=O)CSc1nnc(Cc2cccn2C)n1-c1ccc(F)cc1	99	-4	3	1	-2.3	3	3	4	102	3	99
COc1cccc(C2=NOC(C(=O)NC3CCCCC3)C2)c1 (stereo not drawn)	96	0	2	0	0.2	0	0	2	97	5	102
CC1CC(C)CN(CCCNC(=O)Cn2ncn3cccc3c2=O)C1 (stereo not drawn)	100	1	-6	-2	0.1	0	-13	-9	94	-7	97
O=C(COC(=O)C12CC3CC(CC(C3)C1)C2)NCCCc1ccccc1	101	11	0	-10	0.7	-2	-3	6	104	1	103
O=C(Nc1ccccc1F)Nc1cc(S(=O)(=O)N2CCOCC2)ccc1N1CCCC1	102	1	-4	-4	-0.3	-4	-2	-4	101	-1	99
CCCCCC(=O)NC(=S)Nc1cccc(C(C)=O)c1	101	16	-8	-2	0.8	-3	-3	-13	99	-5	102
O=C1CC(c2cccc(Cl)c2)CC(O)=C1C=NC1CCCC1 (stereo not drawn)	99	26	-2	1	7.6	-2	-5	0	101	0	102
COC(=O)c1c(NC(=O)CN2CCN(S(=O)(=O)c3ccccc3)CC2)sc2c1CCC(C)C2 (stereo not drawn)	106	17	-11	-4	2.8	-6	-12	-11	102	-6	99
CC(C)c1ccc2c(c1)C(c1ccc(N3CCOCC3)cc1)=NNC(c1cccs1)=N2	100	6	2	0	1.2	0	1	-2	102	-2	102
COc1ccc(/C=N/Nc2nc(Nc3ccccc3)nc(N3CCCC3)n2)cc1	125	-1	1	4	-0.3	3	0	-1	98	2	108
O=C(O)CCSc1nnc(COc2cccc3cccnc23)n1-c1ccccc1	101	-1	-1	0	-0.2	-1	0	-6	101	2	100
O=C(COc1ncnc2ccccc12)NCC1CCCO1 (stereo not drawn)	?	2	0	-1	0.1	0	0	-2	102	-1	100
Cn1c(=O)nc2n(Cc3ccccc3)c3ccccc3cc-2c1=O	98	7	-14	-2	1.3	-1	-2	2	100	2	102
Cc1nc(NC(=O)CSc2ccccc2N)sc1C	92	2	-3	-1	0.2	-3	-1	-3	95	-3	97
CC(C)N(CCNCC(O)COc1ccc(C(C)(C)c2ccccc2)cc1)C(C)C (stereo not drawn)	?	1	-3	-2	0.6	1	-2	-4	110	-4	111
CSc1c(C#N)sc(=S)n1-c1ccc(C)cc1	101	5	0	-5	1.3	9	2	6	98	0	99
Cc1cc(NC(=O)CSc2nc(-c3ccccc3)nc3c2c(=O)n(C)c(=O)n3C)no1	99	1	-4	0	0.6	1	-1	-5	99	-7	100
CCOC(=O)c1nn(-c2ccccc2)c(C#N)c1N	95	3	12	41*	0.7	3	13	-2	99	9	99
CC(C)NC(=O)C1(c2ccccc2)CCOCC1	96	1	-2	-2	-0.1	-3	-5	-3	98	0	101
O=C(CCOc1ccccc1)NCC(c1ccco1)N1CCCCC1 (stereo not drawn)	100	7	-3	-2	0.5	-1	-3	-4	106	-7	102
CN1CCC(=NNC(=O)c2cn(-c3ccccc3)nc2-c2ccccc2)CC1	97	3	-4	-5	-3.0	-4	-4	-3	96	-4	97
CCn1c2ccccc2c2cc(CN3CCN(S(=O)(=O)CC)CC3)ccc21	105	6	-6	-5	1.3	-1	-5	0	108	0	137
CCOC(=O)N1CCN(C(=O)c2ccccc2NC(=O)c2ccc(OC)cc2)CC1	100	0	-1	-2	0.2	-5	-1	-3	98	-1	102
Cc1cc(NC(=O)COC(=O)c2ccco2)no1	95	-1	0	0	0.1	0	-1	-4	96	-3	96
CCCC(=O)NCc1ccncc1	99	-1	-5	-2	0.1	-1	-2	-6	99	-3	103
CCC(=O)NC(Nc1cccc(C)n1)(C(F)(F)F)C(F)(F)F	92	2	-3	3	0.3	0	-2	-6	87	-1	94
COc1ccc2[nH]c(C)c(CCN(Cc3cccs3)C(=S)Nc3ccccc3OC)c2c1	102	-4	-3	1	-2.0	2	-2	-8	100	-4	101
C/C(=N\NS(=O)(=O)c1ccc(Cl)c([N+](=O)[O-])c1)c1ccc(C)o1	98	2	-2	0	0.6	-3	-3	-4	100	-1	104
CCCNC(=O)C1CCN(S(=O)(=O)c2cccc3nonc23)CC1	100	8	-1	-5	1.4	-4	-2	-3	100	-4	101
Cc1c([N+](=O)[O-])cc(C(=O)Nc2ccc(Cc3ccncc3)cc2)cc1[N+](=O)[O-]	106	11	-8	-6	1.4	-1	-4	-2	104	-4	105
Cc1cc(-c2nnc(CCC(=O)N(C)Cc3cccc4ccccc34)o2)no1	104	0	-2	-3	0.3	-2	-4	1	102	-1	101
CC(C(=O)Nc1cccnc1)n1cc([N+](=O)[O-])cn1 (stereo not drawn)	104	3	4	15	0.3	0	-1	3	102	2	102
Cc1ccc(-c2csc3nnc(SCC(=O)N4CCN(Cc5ccccc5)CC4)n23)cc1	100	18	-15	-4	1.7	0	-10	-17	103	-4	102
COc1ccccc1NC(=S)NCC1CCCO1 (stereo not drawn)	103	10	-4	0	1.2	0	0	1	105	4	105
Cc1cccn2c(=O)c(C=O)c(N3CCN(c4ccccc4)CC3)nc12	?	6	-1	1	0.3	2	2	-4	98	0	102
COc1ccc(C2CC(c3ccccc3)=NN2C(=O)c2cccs2)cc1 (stereo not drawn)	97	6	-9	-2	3.7	2	-10	-14	99	-13	101
c1ccc(CSc2nnc(-c3ccco3)n2Cc2ccccc2)cc1	102	10	-10	-2	0.7	0	-6	-16	102	-7	102
CCOCCCNC(=O)Cc1c(C(=O)O)[nH]c2ccc(Cl)cc12	100	3	-6	0	0.7	-3	-9	-9	99	-6	102
O=C(O)c1ccc2c(c1)OCCO2	102	1	-6	-4	0.2	0	-6	-9	101	-7	99
CCCc1nc(N)c(C#N)c(-c2ccco2)c1CC	101	10	-6	0	1.2	0	-4	-6	103	-3	102
O=C(CSc1nc2ccccc2c(=O)n1CCCN1CCOCC1)Nc1cccc(S(=O)(=O)N2CCCCCC2)c1	99	16	-6	-3	20	0	-5	-2	100	0	103
CC(=O)C1=NOC(CNC(=O)c2c(-c3ccccc3Cl)noc2C)C1 (stereo not drawn)	101	7	-5	-1	0.8	-1	0	-2	100	-1	99
Cc1ccc(N2C(S)=C(C#N)C(=O)NC2c2cccs2)cc1 (stereo not drawn)	99	-8	-10	-2	-1.1	-1	-3	4	87	-4	98
Cc1ccc(C(=O)N2CCC(Cc3ccccc3)CC2)cc1[N+](=O)[O-]	109	2	-1	0	0.2	0	-1	-6	101	1	101
Cc1cc(C)nc(SCc2cccc(C(=O)O)c2)n1	96	2	-10	-3	0.9	1	3	-12	99	-8	97
CC(NC(=O)C1CCCCC1)c1ccc2c(c1)OCCO2 (stereo not drawn)	100	0	-6	-1	0.2	2	-4	-10	99	-7	99
Cc1ccccc1OCCNC(=S)Nc1ccccc1	92	8	0	-2	0.5	0	-2	-2	95	-2	94
COCCN(CC(=O)NCc1ccccc1)C(=O)CCC(=O)Nc1ccccn1	86	0	-2	-6	0.1	-2	-3	0	91	-3	83
O=C(Cc1cccs1)NCc1cccs1	101	1	-2	-6	-0.7	-6	-4	-9	103	-6	102
Cc1cc2n(n1)C(c1sccc1C)Nc1ccccc1-2 (stereo not drawn)	105	7	-6	-1	0.6	-1	-4	-12	102	-6	99
O=C(COC(=O)[C@H](Cc1ccccc1)NC(=O)c1cccs1)Nc1ccccc1C(F)(F)F	98	-1	-5	-3	0.9	-1	-4	-13	99	-10	98
